Assay outcomes deposited in PubChem by several laboratories.
cardiac RTF act – increases calcium sensitivity of human cardiac regulated thin filaments. AID 493008. activation, % at 7.2 µM. IANBD-labeled TnC RTF fluorescence at EC20 calcium; 0% EC20 calcium, 100% full calcium. P19429+P45379. 340,000 compounds, 0.24% hits;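 active = activation above the mean over all tested compounds plus 3 SD, cut at about 30% in these data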;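 also: rise in fluorescence read as greater calcium sensitivity of cardiac thin filaments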
Rtt109 HAT inh – inhibitors of Candida albicans Rtt109/Vps75 histone acetyltransferase. Q5AAJ8. purified Rtt109/Vps75, ThioGlo CoA-SH fluorescence, 4 h. inhibition, % at 34.9 µM. 330,000 compounds, 0.16% hits. AID 540336;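 active = inhibition of at least 50% in every replicate; inconclusive = best replicate reaches 50% inhibition but some replicates fall short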
Target sequence (Q5AAJ8 whole entry, looked up): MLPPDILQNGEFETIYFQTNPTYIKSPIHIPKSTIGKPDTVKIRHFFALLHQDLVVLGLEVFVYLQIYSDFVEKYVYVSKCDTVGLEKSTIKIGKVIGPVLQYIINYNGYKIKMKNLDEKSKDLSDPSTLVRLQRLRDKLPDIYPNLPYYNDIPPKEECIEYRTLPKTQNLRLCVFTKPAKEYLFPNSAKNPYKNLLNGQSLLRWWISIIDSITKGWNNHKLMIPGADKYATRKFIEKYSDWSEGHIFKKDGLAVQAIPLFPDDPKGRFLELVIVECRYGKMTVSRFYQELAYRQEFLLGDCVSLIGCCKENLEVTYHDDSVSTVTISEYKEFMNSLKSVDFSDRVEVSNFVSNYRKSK
Wnt act – activates Wnt/beta-catenin signaling in a reporter cell assay | activator, plate reader | activation, % at 9.35 µM | 300,000 compounds, 1.2% hits | AID 743398; in the data active = activation above about 30%, passing the limit was not always enough; inconclusive = no clear call, values can overlap the other calls;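 also: 0% = neutral control wells and 100% = positive control wells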
MITF act – MITF TRPM1 promoter activation in melanoma cells; 300,000 compounds, 0.75% hits; AID 588334; SK-MEL-5 TRPM1-promoter luciferase, 24 h; % of positive control, neutral wells = 0; activation, % at 12.5 µM;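 active = mean activation of at least 80% with every replicate also reaching 80%; inconclusive = mean reaches 80% but some replicate falls short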;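 also: 0% = neutral control wells and 100% = parthenolide positive control wells; values of inactives mirror those of a sister screen read the other way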
PvdQ inh – P. aeruginosa PvdQ acylase inhibition. purified PvdQ acylase, fluorescence plate reader. inhibition, % at 10 µM. 340,000 compounds, 0.063% hits; in the data active = inhibition above about 30%, passing the limit was not always enough; inconclusive = no clear call, values can overlap the other calls;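 also: 0% = vehicle neutral wells and 100% = reference inhibitor wells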
HTR5A ag – activates human HTR5A in OPRM1-OPRD1 agonist counter-screen; AID 504692; HTR5A agonist assay, luminescence, cell-based; P47898; activation, % at 9.3 µM; 340,000 compounds, 0.61% hits; in the data active = activation mostly above about 9.5%, no sharp cut-off; inactive = mostly below about 7.6%;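 also: 0% = cells with vehicle only and 100% = reference agonist; strong numbers were not always called active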
dFosB act – enhances mouse delta FosB homodimer DNA binding | purified delta FosB, TAMRA-CDK5 oligo fluorescence polarization; percent of positive-control signal above neutral wells | activation, % at 25 µM | 340,000 compounds, 0.99% hits | AID 493131;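 active = mean activation above about 17%, with every replicate also reaching it, limit read from the data, passing the limit was not always enough; inconclusive = only one of the two conditions met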;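 also: fluorescence polarization rise as delta FosB binds a TAMRA Cdk5 AP-1 oligo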
Target sequence (P13346 whole entry, looked up): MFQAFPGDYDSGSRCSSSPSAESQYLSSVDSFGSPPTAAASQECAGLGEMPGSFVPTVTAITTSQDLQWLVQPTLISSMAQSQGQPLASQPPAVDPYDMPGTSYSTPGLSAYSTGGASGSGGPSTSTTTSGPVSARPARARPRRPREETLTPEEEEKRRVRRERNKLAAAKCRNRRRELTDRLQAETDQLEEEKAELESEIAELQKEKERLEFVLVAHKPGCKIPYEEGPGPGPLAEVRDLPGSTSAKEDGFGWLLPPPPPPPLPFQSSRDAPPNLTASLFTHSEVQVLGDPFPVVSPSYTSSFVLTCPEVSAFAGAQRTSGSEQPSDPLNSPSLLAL
SR-BI DiI inh – mouse SR-BI HDL lipid transfer inhibition; Q61009; ldlA[mSR-BI] CHO cells, DiI-HDL uptake fluorescence, 3 h; inhibition, % at 12.5 µM; 320,000 compounds, 0.96% hits;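 active = mean replicate inhibition of at least 70% and a set share of replicates each scoring 70 or more; inconclusive = meets just one of the two criteria; inactive = fails both criteria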;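 also: 0% = median of neutral control wells and 100% = median of positive control wells; values of inactives mirror those of a sister screen read the other way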
CDK5 inh – inhibitors of human CDK5/p35 kinase | 330,000 compounds, 0.01% hits | Q00535+Q15078 | inhibition, % at 10 µM | Recombinant CDK5/p35, ADP-Glo luminescence, 60 min;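 active = highest replicate inhibition of at least 50% and at least 75% of replicates reaching 50%; inconclusive = only one of the two criteria met; inactive = both criteria failed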;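 also: plate controls were DMSO neutral control for no effect and GW8510 at 10 µM for full effect; many of its hits are not listed in these tables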
SR-BI DiI-HDL act – SR-BI HDL lipid transfer activation; CHO ldlA[mSR-BI] cells, DiI-HDL uptake fluorescence, 3 h; 100 = double the neutral-control signal; activation, % at 12.5 µM; 320,000 compounds, 0.096% hits; AID 504775;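 active = mean replicate activation of at least 60% and every replicate at or above 60%; inconclusive = mean or all-replicate condition met, but not both; inactive = mean below 60% and not all replicates reaching 60%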;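 also: 0% = median plate neutral-control signal and 100% = twice that signal; values of inactives mirror those of a sister screen read the other way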
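System: LDL receptor-deficient CHO ldlA cells overexpressing murine SR-BI | Timing: 3 h uptake period with compound, 37 °C | Medium: HEPES-buffered (25 mM, pH 7.4) F12 plus 0.5% BSA | Dosing: Single-point compound dose | Signal: Bottom-read fluorescence, 550/595 nm | Read-out: Retained DiI signal reflecting DiI-HDL uptake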
* marks the source's active call; other numbers are inactive results; i = inactive; ? = inconclusive; . = no result given. Rows were taken by chance, and some 4.4% of all compounds hit somewhere here.

Start of the listing, in advance:
SMILES	cardiac RTF act	Rtt109 HAT inh	Wnt act	MITF act	PvdQ inh	HTR5A ag	dFosB act	SR-BI DiI inh	CDK5 inh	SR-BI DiI-HDL act
COc1cc(/C=C2\C(=N)N3N=C(S(C)(=O)=O)SC3=NC2=O)ccc1OCCOc1ccccc1C	-1	6	0	.	-15	0	-4	17	1.6	-17
COc1ccc(CCNC(=O)c2c(C)nc3ccccn23)cc1	-2	-1	0	-12	-13	-4	-13	-3	0.2	3
Cc1cc(C(=O)OCC(=O)NCCc2ccccc2)c(C)o1	5	7	.	-3	28	4	-4	.	-1.1	.
COc1ccc2nc(NC(=O)c3sc4nc(C)cc(C)c4c3N)sc2c1	-2	-5	15	39	-2	-3	-6	.	2.4	.
COc1ccccc1-n1c(N)c(C(=O)NCC2CCCO2)c2nc3ccccc3nc21 (configuration not stated)	1	i	-5	-8	1	-1	-11	0	1.4	0

The listing (from the top)
SMILES	cardiac RTF act	Rtt109 HAT inh	Wnt act	MITF act	PvdQ inh	HTR5A ag	dFosB act	SR-BI DiI inh	CDK5 inh	SR-BI DiI-HDL act
COc1cc(/C=C2\C(=N)N3N=C(S(C)(=O)=O)SC3=NC2=O)ccc1OCCOc1ccccc1C	-1	6	0	.	-15	0	-4	17	1.6	-17
COc1ccc(CCNC(=O)c2c(C)nc3ccccn23)cc1	-2	-1	0	-12	-13	-4	-13	-3	0.2	3
Cc1cc(C(=O)OCC(=O)NCCc2ccccc2)c(C)o1	5	7	.	-3	28	4	-4	.	-1.1	.
COc1ccc2nc(NC(=O)c3sc4nc(C)cc(C)c4c3N)sc2c1	-2	-5	15	39	-2	-3	-6	.	2.4	.
COc1ccccc1-n1c(N)c(C(=O)NCC2CCCO2)c2nc3ccccc3nc21 (configuration not stated)	1	i	-5	-8	1	-1	-11	0	1.4	0
Cc1ccc(-c2cc(C(=O)OCC(=O)N(C)c3c(N)n(Cc4ccccc4)c(=O)[nH]c3=O)c3ccccc3n2)o1	-9	-15	-4	37	-6	1	-9	18	0.2	-18
CCOc1cc(CNn2nnnc2N)ccc1OCC(=O)NC(C)(C)C	-2	-3	-1	-14	7	3	-8	-12	-0.6	12
Cc1ccc(S(=O)(=O)N2CCCCC2C(=O)N2CCN(C)CC2)cc1 (configuration not stated)	6	-6	.	7	-9	-2	-2	-12	0.1	12
O=C(/C=C/c1cccs1)Nc1nc(-c2ccccc2)cs1	0	-3	.	49	0	-2	4	23	-2.1	-23
CN(C)CCCNC(=O)C[C@H]1C[C@H](C(=O)N2CCOCC2)[C@@]2(C)c3[nH]c4ccc(Cl)cc4c3CCN2C1=O	6	-3	-2	18	-9	6	2	-17	0.5	17
Cc1ccc(NC(=O)C2CCCN(S(=O)(=O)c3c(C)noc3/C=C/N(C)C)C2)cc1F (configuration not stated)	-5	-18	-3	3	4	6	-11	16	0.1	-16
CCOc1ccc(-c2cc(CCCC(=O)NCCc3ccccc3)no2)cc1	-2	0	5	-7	-15	-3	3	-9	0.0	9
O=C(c1ccc(Cl)c(Cl)c1)N1CCC(O)(CN2CCOCC2)CC1	-2	3	-1	11	-3	5	-7	-16	0.3	16
CN1CCN(c2nc3c(c(=O)n(C)c(=O)n3C)n2CCSc2nnnn2-c2ccccc2)CC1	-5	15	1	.	16	1	2	5	0.4	-5
Cc1ccc2nc(NC(=O)C3CCCN(S(=O)(=O)c4cccnc4)C3)sc2c1 (configuration not stated)	8	-7	2	-6	-12	-4	11	36	0.0	-36
CCCCOCCCNC(=O)C1c2ccccc2Oc2ccccc21	2	-7	-2	.	6	-3	-6	-39	0.6	39
CN(C)/C=C/C(=O)c1ccc(Oc2ncccn2)cc1	-2	.	0	-12	-2	-1	-2	-2	2.1	2
CC(=O)NNc1nc2ccccc2s1	6	-23	.	5	-7	6	0	-19	-1.5	19
CC(=O)NC(CC(=O)Nc1ccc2c(c1)OCCO2)c1ccccc1 (configuration not stated)	-3	-10	3	16	-17	0	1	3	-1.3	-3
CCC1CCCCN1CCCNC(=O)c1ccc2c(c1)N(Cc1c(F)cccc1Cl)C(=O)CS2 (configuration not stated)	-2	6	-23	-23	-15	-4	-11	-13	-1.6	13
N/C(=N\OC(=O)N1CCOCC1)c1ccc(Cl)cc1	4	15	6	14	-19	3	-1	-13	-2.2	13
CCC(=O)c1ccc(OC(=O)c2cnccn2)cc1	5	-11	-1	-3	-1	2	9	-23	-1.0	23
COc1ccc(NC(=O)c2cc(-c3ccccc3Cl)on2)cc1	1	-3	?	.	-11	1	0	-21	-0.7	21
CC(C)C(=O)NNC(=O)CSc1nc(C2CCCCC2)nc2ccccc12	5	-11	18	-11	-11	4	?	17	-4.0	-17
CCCCNc1cc(=O)oc2ccccc12	5	20	-6	.	15	1	-1	15	-0.3	-15

7 neighbouring records out of the list so far:
SMILES	cardiac RTF act	Rtt109 HAT inh	Wnt act	MITF act	PvdQ inh	HTR5A ag	dFosB act	SR-BI DiI inh	CDK5 inh	SR-BI DiI-HDL act
COc1cc(/C=C2\C(=N)N3N=C(S(C)(=O)=O)SC3=NC2=O)ccc1OCCOc1ccccc1C	-1	6	0	.	-15	0	-4	17	1.6	-17
COc1ccc(CCNC(=O)c2c(C)nc3ccccn23)cc1	-2	-1	0	-12	-13	-4	-13	-3	0.2	3
Cc1cc(C(=O)OCC(=O)NCCc2ccccc2)c(C)o1	5	7	.	-3	28	4	-4	.	-1.1	.
COc1ccc2nc(NC(=O)c3sc4nc(C)cc(C)c4c3N)sc2c1	-2	-5	15	39	-2	-3	-6	.	2.4	.
COc1ccccc1-n1c(N)c(C(=O)NCC2CCCO2)c2nc3ccccc3nc21 (configuration not stated)	1	i	-5	-8	1	-1	-11	0	1.4	0
Cc1ccc(-c2cc(C(=O)OCC(=O)N(C)c3c(N)n(Cc4ccccc4)c(=O)[nH]c3=O)c3ccccc3n2)o1	-9	-15	-4	37	-6	1	-9	18	0.2	-18
CCOc1cc(CNn2nnnc2N)ccc1OCC(=O)NC(C)(C)C	-2	-3	-1	-14	7	3	-8	-12	-0.6	12

Further results
SMILES	cardiac RTF act	Rtt109 HAT inh	Wnt act	MITF act	PvdQ inh	HTR5A ag	dFosB act	SR-BI DiI inh	CDK5 inh	SR-BI DiI-HDL act
O=C(CN1CCN(Cc2ccccc2)CC1)Nc1ccc(Br)cc1	-8	0	3	2	11	-2	3	-10	1.2	10
CN1C2=CC=CC=CC2=[N+](C)C12C=CC(=[N+]([O-])[O-])C=C2[N+](=O)[O-] (configuration not stated)	-10	4	0	-15	10	-2	-4	8	0.1	-8
CC(Sc1nc(N2CCOCC2)c2c(c1C#N)CC(C)(C)OC2)C(=O)O (configuration not stated)	-8	4	0	4	2	0	3	-7	-1.5	7
COc1ccc(C2(c3ccc(OC)cc3)NC(=O)N(CC(=O)Nc3cc(C)ccc3OC)C2=O)cc1	-3	7	5	-19	-5	-3	1	8	0.7	-8
O=[N+]([O-])c1cccc(-n2cccc2/C=N/Nc2nc(N3CCCCC3)nc(N3CCCCC3)n2)c1	0	-3	-26	-5	1	0	-1	63	2.1	-63
CC(Sc1nnnn1C)C(=O)NC(=O)NC1CCCCC1 (configuration not stated)	0	-4	-3	3	-8	-4	-1	-25	-1.1	25
COc1ccc(CCN2CC(C(=O)NCCc3ccc(C)cc3)CC2=O)cc1OC (configuration not stated)	-2	0	-3	-9	-3	5	-4	-4	0.5	4
CCOc1ccc(N(C)Cc2cc(=O)oc3ccc(OCC)cc23)cc1	-5	0	0	2	8	1	-2	46	3.5	-46
CC(=O)Oc1ccc(C(=O)Nc2cccc(C(=O)Nc3ccccc3C(=O)O)c2)cc1	-3	1	0	-14	0	4	1	15	1.4	-15
COc1ccc(C(C(=O)NC2CCCCC2)N(CC2CCCO2)C(=O)CNC(=O)c2ccco2)cc1 (configuration not stated)	7	-1	.	.	-6	-2	-12	-12	-0.1	12
CC(C)(C)NC(=O)c1cc2c(ccc3ccccc32)oc1=O	0	-1	9	33	-3	5	-15	-5	0.7	5
CCCCOP(=O)(OCCCC)C1(NS(=O)(=O)c2ccccc2)C=CC(=O)c2ccccc21 (configuration not stated)	1	9	.	-5	0	19	-3	-7	-0.5	7
c1ccc(N2CCOCC2)c(Nc2nc3ccccc3n3cnnc23)c1	-1	-8	-4	-19	0	3	-11	-3	-0.7	3
CC(C)(CO)NCc1ccc(Br)cc1	1	-5	-3	-9	-7	-1	2	-26	0.2	26
CC(OC(=O)CCOc1ccccc1)C(=O)Nc1ccc(Cl)cn1 (configuration not stated)	9	.	-2	2	8	2	-4	-11	2.3	11
CCOc1ccc(/C=N/Nc2nc(=O)[nH]nc2C)cc1OC	6	10	8	59	8	5	1	23	1.8	-23
O=C(CN1C(=O)CCC1=O)c1ccc(-c2ccccc2)cc1	0	7	4	1	-10	9	-3	-1	-2.8	1
COC(=O)C1=C(C)N(C)C(=S)NC1c1ccc(Cl)cc1 (configuration not stated)	-5	1	-3	3	-19	-2	4	-25	1.2	25
CC1(C)CC2CC(C)(CN2Cc2cccc([N+](=O)[O-])c2)C1 (configuration not stated)	-4	6	-2	.	1	0	1	-2	-0.2	2
